LMNA splice mod: modulators of lamin A splicing; HeLa LMNA splicing GFP/RFP minigene ratio, 48 h; Potency, µM (series often up to 46.1 µM), inactives show at the top dose ratio change, negative = inhibition, hits mostly inhibitors; 0.01% of 200,000 active; AID 1487; active means well fitted inhibition curve with a large enough effect in the signal ratio, with a control signal flat, not every such curve was filed as active; inconclusive means small, poorly fitted or top-dose-only effect, or effect the other way, or a change in a side signal; the % refers to the signal ratio; further: potency means the concentration at half of the fitted maximal effect; on the % scale 0 is the no-effect control and ±100 the full control effect
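S3 HeLa cells stably expressing lamin A-EGFP splicing minigene plus DsRed2, 600 cells/well, 48 h compound exposure at 37C. Laser-scanning cytometry; analysed as GFP (500-530 nm)/RFP (575-640 nm) total intensity ratio; 0.5% DMSO vehicle.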
Epigenetic derep: derepresses silenced GFP reporter in murine cells; murine LDR cells, GFP reporter derepression, 30 h; AID 1865; Potency, µM (top dose mostly 53.9 µM), without a hit: at the top dose GFP activation, actives largely listed as activators; 0.2% of 280,000 active; further: potency means the concentration at half of the fitted maximal effect; % of control where 0% means no effect; nearly all actives have a fitted effect of over 60% in size
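Murine LDR cells bearing a silenced CMV-driven GFP reporter were exposed to compound for 30 h at 37 C. After PBS washes, GFP-positive cells (20-120 um objects) counted by laser-scanning microplate cytometry.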
IMPase Li cell: membrane-permeable IMPase blocker, potentiated with lithium | 0.35% of 210,000 active | CHO-M1 cells, IP1 TR-FRET (IP-One), carbachol + lithium | Potency, µM (highest dose often 59.4 µM), inactives show at the top dose activity, negative = IMPase inhibition, hits mostly inhibitors | AID 1457;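 further: IP1 builds up when IMPase is blocked and the TR-FRET signal falls; potency means the concentration at half of the fitted maximal effect; plate controls were basal vehicle for no effect and high inhibitor control for full effect; nearly all actives have a fitted effect of over 50% in size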
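Lithium-sensitised IP1 accumulation assay; M1-expressing CHO cells treated 30 min at 37C with compound. Competitive antibody detection by time-resolved FRET followed a 10 min room-temperature lysis step.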
HTT aggregate: inhibitors of mutant huntingtin aggregate formation in PC12 cells; PC12 HttQ103-GFP aggregates, Acumen cytometry, 40 h; AID 1688; Potency, µM (titrated, usually from 46.1 µM), inactives show at the top dose activity change, negative = inhibition, most hits filed as inhibitors; 1.1% of 220,000 active; further: potency means the concentration at half of the fitted maximal effect; on the % scale 0 is the no-effect control and ±100 the full control effect; nearly all actives have a fitted effect of over 60% in size
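Compounds (qHTS titration) were added to PC12 cells expressing an ecdysone-driven HTT exon 1 Q103–GFP fusion after induction with 100 nM tebufenozide. Aggregate formation was measured as GFP objects in cell lysates.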
Luc counter: counter-screen: inhibitors of Kinase-Glo firefly luciferase | Kinase-Glo luciferase, ATP luminescence, 8 min | 0.28% of 200,000 active | Q27757 | AID 1379 | Potency, µM (series often up to 38.3 µM), for the others: top-dose activity change, negative = inhibition, actives largely listed as inhibitors; further: potency means the concentration at half of the fitted maximal effect; on the % scale 0 is the no-effect control and ±100 the full control effect; nearly all actives have a fitted effect of over 60% in size
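Kinase-Glo luciferase light output from ATP and luciferin was measured with 10 uM ATP, within the enzyme's linear range. Buffer: 50 mM imidazole pH 7.2, 50 mM KCl, 7 mM MgCl2, 0.01% Tween 20, 0.05% BSA; luminescence read after 8 min at ambient temperature.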
CBFb RUNX1 block: CBF-beta/RUNX1 interaction disruption | AlphaScreen CBFb-His/RUNX1-biotin binding, biochemical | Potency, µM (series often up to 59.8 µM), inactives show top-dose activity, negative = inhibition, most hits filed as inhibitors | 230,000 tested, under 10 active | AID 1477; further: % of control where 0% means no effect
Target sequence (Q01196 whole entry, looked up): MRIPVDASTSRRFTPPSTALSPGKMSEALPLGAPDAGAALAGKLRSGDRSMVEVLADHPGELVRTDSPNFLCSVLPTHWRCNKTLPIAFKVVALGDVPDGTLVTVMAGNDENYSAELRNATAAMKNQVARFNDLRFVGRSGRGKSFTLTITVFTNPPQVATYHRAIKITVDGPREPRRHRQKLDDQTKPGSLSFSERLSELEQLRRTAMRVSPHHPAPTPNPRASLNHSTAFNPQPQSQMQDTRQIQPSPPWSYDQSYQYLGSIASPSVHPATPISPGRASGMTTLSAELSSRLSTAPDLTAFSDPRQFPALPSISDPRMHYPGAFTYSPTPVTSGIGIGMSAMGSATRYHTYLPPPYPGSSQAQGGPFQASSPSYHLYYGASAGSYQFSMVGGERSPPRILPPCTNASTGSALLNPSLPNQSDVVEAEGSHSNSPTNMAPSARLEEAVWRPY
Target sequence (Q13951 whole entry, looked up): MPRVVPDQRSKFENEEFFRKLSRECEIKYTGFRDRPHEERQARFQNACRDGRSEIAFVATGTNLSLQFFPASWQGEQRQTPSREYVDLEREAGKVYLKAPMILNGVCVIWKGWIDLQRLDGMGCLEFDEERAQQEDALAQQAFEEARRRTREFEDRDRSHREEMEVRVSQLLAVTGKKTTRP
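His-tagged CBF-beta and biotinylated RUNX1 (30 nM each) were premixed 20 min at room temperature, exposed to compound for 15 min, then given nickel-chelate and streptavidin AlphaScreen beads (50 ng each). After 90 min, AlphaScreen signal was read.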
NPSR antagonist: antagonists of human neuropeptide S receptor cAMP signaling; CHO-NPSR cells, cAMP TR-FRET, antagonist mode; Potency, µM (titrated, usually from 38.3 µM), without a hit: at the highest dose activity change, negative = inhibition, most hits filed as inhibitors; 1% of 220,000 active; Q6W5P4; further: potency means the concentration at half of the fitted maximal effect; on the % scale 0 is the no-effect control and ±100 the full control effect; nearly all actives have a fitted effect of over 50% in size; many of its hits are not listed in these tables
Target sequence (Q6W5P4 whole entry, looked up): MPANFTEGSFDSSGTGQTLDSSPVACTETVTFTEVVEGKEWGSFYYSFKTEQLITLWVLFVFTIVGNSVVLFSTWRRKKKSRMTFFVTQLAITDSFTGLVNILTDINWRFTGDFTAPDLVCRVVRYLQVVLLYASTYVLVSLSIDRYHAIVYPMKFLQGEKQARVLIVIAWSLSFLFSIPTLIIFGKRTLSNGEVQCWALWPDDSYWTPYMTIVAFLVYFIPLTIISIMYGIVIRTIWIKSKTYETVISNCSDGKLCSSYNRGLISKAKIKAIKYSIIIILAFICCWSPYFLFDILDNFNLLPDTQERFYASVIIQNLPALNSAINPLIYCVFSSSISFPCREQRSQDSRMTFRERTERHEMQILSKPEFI
* hit, by the source's call; ? = inconclusive; · = no result given; [ ] = another dose, or the depositor's remark. Unless noted, the call rests on the fitted dose curve; in most records, active means well fitted curve in the direction sought with a large enough effect; inconclusive means small, poorly fitted or top-dose-only effect, or another doubt; inactive means no such curve, though single readings can be large; an effect the other way counts as inactive or inconclusive. The list is partial; the hit share may differ from the screen's.

SMILES | LMNA splice mod | Epigenetic derep | IMPase Li cell | HTT aggregate | Luc counter | CBFb RUNX1 block | NPSR antagonist
CCc1cccc2c1NC(=O)C21N2CCCC2C(C(=O)c2ccc3ccccc3c2)C12C(=O)Nc1ccccc12 (configuration not stated) | -0.5% | 1.3% | 8.1% | -27.7% | 0.6% | -6.7% | -27.9%[46.1 µM]
Cc1ccc(C(=O)N/C(=C/C=C\c2ccccc2)C(=O)NCc2ccco2)cc1 | ? | -1.1% | 7.3% | 0.8% | -0.1% | 20.3% | -29.1%
Cc1cc2ncn(CC3CC3(Cl)Cl)c2cc1C (configuration not stated) | · | -8.0% | 17.0% | 19.1%[9.22 µM] | 2.3% | 4.2% | -15.8%
CCCC(=O)Nc1ccccc1NC(=O)c1ccc(OCC)c(OCC)c1 | 17.2%[46 µM] | -3.6% | 10.5% | 6.8% | 1.1% | -6.1% | 4.6%
COc1ccc(-c2ncnc(C(F)(F)F)c2-c2csc(C)n2)c(O)c1 | · | 4.5% | · | -3.7%[9.22 µM] | · | 4.3% | -3.0%
CC(Sc1ccc2ccccc2c1)C(=O)NC(N)=O (configuration not stated) | 4.7%[46 µM] | 7.4% | 0.5% | -16.0% | 2.0% | 0.6% | -1.6%
COc1ccc(/C=N/Nc2ccccn2)cc1OC | · | -4.0% | · | 34.6%[9.22 µM] | · | -7.0% | -9.2%
Cc1ccccc1NC(=O)NCCCN1CCCC1 | -0.5% | -5.6% | 23.8%[38.3 µM] | -10.6% | -2.5% | 5.0% | -4.8%[46.1 µM]
CCn1c(CS(=O)Cc2ccc(Cl)cc2Cl)nnc1SCc1c(Cl)cccc1Cl (configuration not stated) | -2.0% | 0.2% | 64.8%[activator][38.3 µM] | 0.9% | 4.5% | 5.0% | -27.5%[46.1 µM]
COc1ccc(-c2csc(NCc3ccco3)n2)cc1C | -8.9% | -1.0% | 19.2%[38.3 µM] | -9.3% | 0.0% | -11.7% | -13.2%[46.1 µM]
CCOc1c(Br)cc(CNC2CCCCCCC2)cc1OC | -18.9%[46 µM] | 0.1% | 7.0% | 7.2% | -1.4% | 15.3% | -37.4%
CC(Oc1ccc(Cl)cc1)c1ccnc(N)n1 (configuration not stated) | · | -1.3% | 8.5% | 4.3%[9.22 µM] | 0.0% | -2.0% | 4.5%
O=C(Cn1ccc([N+](=O)[O-])n1)N1CCc2ccccc21 | -7.7%[46 µM] | -0.1% | -0.7% | 8.0% | 1.9% | 5.1% | 3.2%
COCCn1c(SCC(=O)Nc2ccc(NC(=O)c3ccco3)c(OC)c2)nc2ccccc2c1=O | 10.3% | 1.9% | 4.8%[38.3 µM] | -4.4% | -4.7% | 2.8% | -14.9%[46.1 µM]
O=C(CCNS(=O)(=O)c1cccs1)NC1CCN(Cc2ccccc2)CC1 | -5.4%[46 µM] | -2.4% | -7.2% | 5.5% | 1.0% | 5.8% | 16.8%
O=C1OC(/C=C/c2ccccc2)=NC/1=C\c1cccnc1 | -3.8%[46 µM] | -0.4% | 4.4% | 0.4% | 1.7% | 3.9% | -5.4%
Cc1ccc(C)c(SCC(=O)OCC(=O)NCc2ccccc2)c1 | -0.4%[46 µM] | -4.5% | -8.5% | 1.9% | 1.9% | 2.4% | 3.1%
Cc1cc(C(F)(F)F)n(-c2nc(C(=O)NN)cs2)n1 | -13.6%[46 µM] | -0.3% | -6.3% | ? | -2.5% | -18.3% | 14.1%
COc1ccc(N(C(=O)c2ccco2)S(=O)(=O)c2cccs2)cc1 | 3.0% | 3.7% | -14.6%[38.3 µM] | 2.5% | 12.4% | 4.9% | -17.3%[46.1 µM]
COC(=O)c1[nH]c2ccccc2c1NC(=O)/C=C/c1ccc2c(c1)OCO2 | -3.5% | -1.0% | 16.8% | ? | 1.3% | -3.6% | -10.2%[46.1 µM]
Cc1ccc(-n2nc(C(=O)NCc3ccc(C)o3)c3c4ccccc4n(C)c3c2=O)cc1 | -6.9% | 3.1% | 24.8%[38.3 µM] | 5.9%[9.22 µM] | 1.5% | -20.7% | -3.9%[46.1 µM]
CN(c1ccccc1C(=O)Nc1cccc([N+](=O)[O-])c1)S(C)(=O)=O | 3.9% | 6.4% | 0.4% | -14.2% | 1.9% | -4.4% | 2.5%
COc1ccc(CNC(=O)CN(C(=O)CCC(=O)Nc2ccccn2)c2cccc(C)c2)cc1 | · | -1.2% | 4.9% | -11.6%[9.22 µM] | -0.7% | -9.8% | -6.1%
CCOc1ccccc1C1C(C#N)=C(N)SC(N)=C1C#N | ? | -1.1% | ? | -4.6% | -0.9% | 1.4% | ?
CC(NC=C1C(=O)OC(C)(C)OC1=O)C(=O)O (configuration not stated) | · | -0.3% | -4.0% | -8.4% | · | 5.1% | 16.9%
Cc1cc(C)n(-c2nc3ccccc3c(=O)n2OCC(=O)OCc2ccccc2)n1 | ? | 1.0% | -7.8%[38.3 µM] | -32.3% | 0.0% | 9.2% | -9.7%[46.1 µM]
CN(C)C(=O)N1CCCC(C(=O)NCc2ccccc2Cl)C1 (configuration not stated) | 0.3% | -2.1% | 21.9%[38.3 µM] | -0.6% | 1.4% | 6.1% | 6.9%[46.1 µM]
CN[C@@H]1[C@H](O[C@H]2[C@@H](O[C@@H]3[C@@H](O)[C@@H](O)[C@@H](N=C(N)N)[C@@H](O)[C@@H]3N=C(N)N)O[C@@H](C)[C@]2(O)CO)O[C@H](CO)[C@@H](O)[C@@H]1O | ? | 0.0%[16.9 µM] | -2.6% | · | -1.1%[17.1 µM] | 6.8%[21.7 µM] | ·
N#CC1=C(SCc2ccccc2)NC(=O)CC1c1ccco1 (configuration not stated) | ? | -2.6% | 14.3%[38.3 µM] | 0.9% | 1.7% | -4.5% | -7.1%[46.1 µM]
COCC(C)n1c(C)cc(C(=O)CSc2cc(C)c3ccccc3n2)c1C (configuration not stated) | ? | -1.6% | 2.5% | ? | -0.8% | -5.3% | -14.2%

No new results follow: 4 of the compounds above.
SMILES | LMNA splice mod | Epigenetic derep | IMPase Li cell | HTT aggregate | Luc counter | CBFb RUNX1 block | NPSR antagonist
Cc1ccc(-n2nc(C(=O)NCc3ccc(C)o3)c3c4ccccc4n(C)c3c2=O)cc1 | -6.9% | 3.1% | 24.8%[38.3 µM] | 5.9%[9.22 µM] | 1.5% | -20.7% | -3.9%[46.1 µM]
CN(c1ccccc1C(=O)Nc1cccc([N+](=O)[O-])c1)S(C)(=O)=O | 3.9% | 6.4% | 0.4% | -14.2% | 1.9% | -4.4% | 2.5%
COc1ccc(CNC(=O)CN(C(=O)CCC(=O)Nc2ccccn2)c2cccc(C)c2)cc1 | · | -1.2% | 4.9% | -11.6%[9.22 µM] | -0.7% | -9.8% | -6.1%
CCOc1ccccc1C1C(C#N)=C(N)SC(N)=C1C#N | ? | -1.1% | ? | -4.6% | -0.9% | 1.4% | ?

Continuation.
SMILES | LMNA splice mod | Epigenetic derep | IMPase Li cell | HTT aggregate | Luc counter | CBFb RUNX1 block | NPSR antagonist
C/C(CCC(C)C)=N\NC(=O)COc1ccccc1-c1ccccc1 | ? | -0.3% | 10.5% | 0.5% | 3.1% | -8.1% | -15.9%
N=c1c2c(ncn1Cc1ccco1)Oc1ccc3ccccc3c1C2c1ccccc1 (configuration not stated) | ? | -0.9% | 15.5% | ? | -3.1% | -0.7% | ?
N/C(=N\N=C\c1ccnc2ccccc12)SC1CC(=O)N(c2ccc(Br)cc2)C1=O (configuration not stated) | -8.1% | -3.4% | 8.1% | -7.5% | 3.2% | ? | -19.0%[46.1 µM]
CCOC(=O)C1(C)C=C(Nc2ccc(NC(C)=O)cc2)C(=O)N1c1ccc(NC(C)=O)cc1 (configuration not stated) | · | -0.3% | · | -9.1%[9.22 µM] | · | -1.5% | 0.8%[7.67 µM]
O=C(N=C1c2ccccc2CN1c1ccc(F)cc1)c1ccc(Cl)nc1 | -8.0% | 0.0% | 12.1% | 5.6% | -2.7% | 12.9% | 8.5%
CCOc1cc(C(=O)NCC2CCCO2)cc(OCC)c1OCC (configuration not stated) | -5.9% | 0.0% | -1.7% | -15.3% | 2.4% | 2.5% | -6.7%[46.1 µM]
Cc1ccc(NC(=O)CNS(=O)(=O)c2cccs2)cc1F | ? | 10.8% | 9.4% | 0.9% | -2.9% | 5.9% | 3.0%
Cc1ccc(C2=[N+]([O-])C3(CCCCC/C3=N\NC(N)=O)N(O)C2(C)C)o1 (configuration not stated) | 18.0% | 1.8% | 23.8%[38.3 µM] | 3.7%[9.22 µM] | 5.8% | -1.0% | 0.2%[46.1 µM]
Cc1ccc(S(=O)(=O)NCCOC(=O)Nc2sc(=S)n(C)c2C)cc1 | 4.6% | -7.4% | -14.0%[38.3 µM] | 8.1%[9.22 µM] | 0.3% | -1.4% | -8.8%[46.1 µM]
COc1ccccc1C1NC(=O)NC(C)=C1C(=O)Nc1cccc(C)c1C (configuration not stated) | 9.4% | 0.0% | 9.0%[38.3 µM] | 24.7% | 1.4% | 1.3% | -0.6%[46.1 µM]
COc1ccc(-c2nc3c(c4c2C[C@H](c2ccccc2)OC4)CN(S(=O)(=O)c2ccc(C)cc2)CC3)c(C)c1 | ? | · | 3.5% | · | -3.7%[7.66 µM] | -1.5%[13.1 µM] | ·
COc1ccc(C2C=C(c3ccccc3)Nc3ncnn32)cc1 (configuration not stated) | 13.4% | 0.0% | 16.4%[38.3 µM] | -14.4% | 1.6% | 9.9% | -3.1%[46.1 µM]
CC(=O)Nc1ccc(NS(=O)(=O)c2cn(C)c(=O)n(C)c2=O)cc1 | -12.7% | 0.9% | 10.6%[38.3 µM] | 2.1% | 1.0% | 11.7% | 1.7%[46.1 µM]
Clc1cccc(NCc2nnc(SCc3ccccc3)o2)c1 | 4.8% | -2.6% | 3.9%[38.3 µM] | -15.8% | -3.8% | 18.0% | -6.5%[46.1 µM]
CCC(C)N(C(=O)CSc1ccc(NC(C)=O)cc1)C1CCS(=O)(=O)C1 (configuration not stated) | 8.9%[46 µM] | -1.3% | -13.2% | ? | 0.2% | -3.9% | 31.5%
C=C(C)c1cccc(C(C)(C)NC(=O)N2CCN(c3ccccn3)CC2)c1 | -2.9% | -4.2% | 2.5%[38.3 µM] | -3.7% | -1.9% | 2.8% | -1.6%[46.1 µM]
Cc1ccc(-n2nc3cc(C)c(NC(=O)c4cccnc4)cc3n2)cc1 | 3.7% | -0.3% | ? | 10.3% | 6.7% | 8.2% | 14.8%[46.1 µM]
O=C(/C=C/c1ccc([N+](=O)[O-])cc1)Nc1cccnc1 | 10.3% | 0.4% | -1.1%[38.3 µM] | 0.5% | ? | -4.8% | -18.7%[46.1 µM]
